PGC1a acetyl inh – inhibitors of PGC1a acetylation signal, primary screen, cell-based, U2OS, AlphaScreen, inhibitor mode; AlphaScreen anti-acetyl-lysine; with virally co-expressed GCN5 acetyltransferase; inhibition, % at 15.6 µM; 350,000 compounds, 0.17% hits;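 active = every replicate shows inhibition of at least 40%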;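 also: 0% = neutral control wells and 100% = positive control wells; some results beyond the cut were filed as inactive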
SIRT5 block – SIRT5 desuccinylase inhibitors, primary screen, biochemical, fluorescence imaging, single point, set 5; AID 652115, 2013; NAD-dependent protein deacylase sirtuin-5, mitochondrial (Homo sapiens), Q9NXA8; Purified SirT5, succinyl-peptide AMC, trypsin-coupled fluorescence; inhibition, % at 15 µM; 330,000 compounds, 1.1% hits; in the data active = inhibition above about 15%
Target sequence (Q9NXA8 whole entry, looked up): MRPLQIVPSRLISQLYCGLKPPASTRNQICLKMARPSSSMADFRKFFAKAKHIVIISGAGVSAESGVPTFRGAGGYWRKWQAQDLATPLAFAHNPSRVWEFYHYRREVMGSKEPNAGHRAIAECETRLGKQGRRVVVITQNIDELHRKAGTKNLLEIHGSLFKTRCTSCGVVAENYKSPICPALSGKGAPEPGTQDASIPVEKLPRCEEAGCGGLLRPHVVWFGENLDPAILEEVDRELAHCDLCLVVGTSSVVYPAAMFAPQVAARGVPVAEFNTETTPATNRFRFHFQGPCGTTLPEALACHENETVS
Cneo AK release – Cryptococcus neoformans cell lysis inducers, primary screen, AK release luminescence, single concentration | C. neoformans lysis, adenylate kinase release luminescence, 4 h; normalised: neutral wells 0, clomiphene wells 100 | lysis activity, % at 15 µM | 360,000 compounds, 0.2% hits;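 active = mean lysis activity across replicates of at least 80%, whatever share of replicates individually reach that level; inactive = mean lysis activity below 80%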
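Signal: Adenylate kinase release luminescence | Assay system: Log-phase Cryptococcus neoformans yeast cells | Input: Cells at 5 × 10^6 per mL | Buffer or medium: Fresh YPD growth medium | Compound: Single dose | Schedule: Static 4 h at 37 °C with compound, 1 h detection | Controls: Clomiphene | Read-out: Luminescence rise reflecting yeast cell lysis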
XiGFP reactiv – activators of inactive X chromosome reactivation, primary screen, imaging, XiGFP fibroblasts, GFP high-content imaging, set 2 | XiGFP mouse fibroblasts, % GFP-positive cells imaging, 3 d; cells co-treated with 5-aza-dC sensitizer; scaled so ellipticine positive control = 100% | 360,000 compounds, 0.055% hits | activation, % at 7.58 µM;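 active = mean normalized replicate activation at least 10% and every replicate at or above 10%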;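 also: 0% = median of on-plate neutral control wells and 100% = ellipticine 6 µM median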
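Material: XiGFP fibroblasts, SV40-immortalized. Buffer or medium: DMEM plus 5-aza-dC sensitizer. Compound: single concentration per compound, delivered by pin transfer. Times: 3 days compound exposure. Controls: ellipticine 6 µM.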
LGR2 inh – inhibitors of bursicon-induced LGR2 CRE-luciferase signal, primary screen, cell-based, HEK293, CRE-luciferase reporter, bursicon stimulation; 380,000 compounds, 0.35% hits; inhibition, % at 9.99 µM; bursicon-stimulated, 4 h;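 active = drop in luminescence signal, shown as inhibition above about 50% in the replicate tests, limit read from the data, passing the limit was not always enough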;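 also: agonist challenge used bursicon conditioned medium at about half maximal strength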
C2C12 statin – suppressors of statin myotoxicity in C2C12 myotubes, primary screen, cell-based, single point, plate reader. AID 602340, 2012. C2C12 myotubes + simvastatin, ATP luminescence, 48 h; scaled: DMSO 0, geranylgeraniol control 100. 330,000 compounds, 0.78% hits. rescue of ATP level, % at 7.49 µM;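 active = mean ATP rescue above about 67%, or every replicate alone reaching that limit, limit read from the data, passing the limit was not always enough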;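 also: myotubes were challenged with 10 µM simvastatin during compound exposure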
ERAP1 inh – human ERAP1 aminopeptidase inhibitors, primary screen, biochemical, single point, plate reader; inhibition, % at 10.7 µM; recombinant ERAP1, Leu-AMC fluorescence, 60 min; 340,000 compounds, 0.15% hits;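 active = mean replicate inhibition of at least 30%, or all replicates individually reaching that 30% level; inactive = mean below 30% and not every replicate reaching it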;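 also: 0% = neutral control wells and 100% = L-leucinethiol positive control wells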
S100A4 inh HTS – inhibitors of S100A4-myosin IIA peptide binding, primary screen, biochemical, fluorescence polarization, TAMRA-MyoIIA peptide; Protein S100-A4 (Homo sapiens), P26447; inhibition, % at 10.7 µM; 360,000 compounds, 0.14% hits;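 active = mean inhibition of at least 70% across replicates, with every replicate also reaching that level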
Target sequence (P26447 whole entry, looked up): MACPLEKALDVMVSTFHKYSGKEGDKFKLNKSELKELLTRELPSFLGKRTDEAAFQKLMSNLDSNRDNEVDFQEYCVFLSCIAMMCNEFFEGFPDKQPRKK
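Test system – S100A4 monomer (human) · Compound – single-point compound testing · Schedule – 5 min incubation before reading · Probe or stimulus – TAMRA-labelled myosin IIA heavy-chain peptide probe, 5 nM · Benchmarks – neutral control DMSO, positive control TFP · Medium – Calcium-containing HEPES buffer, pH 7.2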
Active calls of the source: *; / = not tested or not shown; & = joins results of further samples. The list is partial; count on the stated rates, not on these rows.

Start of the listing, in advance:
SMILES	PGC1a acetyl inh	SIRT5 block	Cneo AK release	XiGFP reactiv	LGR2 inh	C2C12 statin	ERAP1 inh	S100A4 inh HTS
N=c1c(S(=O)(=O)c2ccc(Br)cc2)cc2c(=O)n3ccccc3nc2n1C1CCCC1	-9	-2	-5	-0.1	-17	6	1	-1
CCOc1ccccc1NC(=O)CSc1nc2cc(O)ccc2c(=O)n1-c1ccc(OC)c(OC)c1	-15	3	-1	-0.1	-6	5	-2	-1
C[C@@H]1CCCCO[C@@H](CN(C)S(=O)(=O)c2ccc(Cl)cc2)[C@@H](C)CN([C@H](C)CO)C(=O)c2cc(NS(C)(=O)=O)ccc2O1	7	1	-3	-0.2	18	-37	0	1
Cc1noc(C)c1C(=O)N(C)C[C@@H]1OCc2ccccc2-c2c(n(C)c3ccccc23)C(=O)N([C@@H](C)CO)C[C@H]1C	-44	1	1	-1.2	-9	/	1	2
C[C@@H]1CCCCO[C@@H](CN(C)C(=O)NC2CCCCC2)[C@@H](C)CN([C@H](C)CO)C(=O)c2cc(NC(=O)c3ccncc3)ccc2O1	6	-7	4	-0.3	22	/	4	-17
CC(=O)c1ccccc1OCC(O)CN1CCN(CCN2C(=O)c3cccc4cccc(c34)C2=O)CC1 (stereo unspecified)	-7	1	/	0.0	17	/	-4	6
Cc1ccc(N2CC(C(=O)NCCS(=O)(=O)N3CCN(c4ccccc4)CC3)CC2=O)cc1 (stereo unspecified)	1	-2	1	0.0	5	-6	-2	2
FC(F)Oc1ccc(NC(=S)NC23CC4CC(CC(C4)C2)C3)cc1	/	0	2	0.2	-20	-14	-1	-1
C[C@H]1CN([C@@H](C)CO)C(=O)c2cc(C#Cc3ccc(F)cc3)cnc2O[C@H]1CN(C)C(=O)Nc1ccc(F)cc1	2	-1	-1	0.4	15	24	0	5
CCOc1ccccc1CN1CCN(C/C=C/c2ccc(OC)cc2)CC1CCO (stereo unspecified)	-6	-1	2	0.0	-7	-15	-1	2
CCOC(=O)c1cn(CC(=O)Nc2cccc(Cl)c2)nn1	/	-3	/	0.2	0	/	1	1
COc1ccc(-c2nc(-c3cccc([N+](=O)[O-])c3O)cc(=O)o2)cc1OC	/	10	/	0.1	-3	/	-3	3

All compounds of this part, from the first entry:
SMILES	PGC1a acetyl inh	SIRT5 block	Cneo AK release	XiGFP reactiv	LGR2 inh	C2C12 statin	ERAP1 inh	S100A4 inh HTS
N=c1c(S(=O)(=O)c2ccc(Br)cc2)cc2c(=O)n3ccccc3nc2n1C1CCCC1	-9	-2	-5	-0.1	-17	6	1	-1
CCOc1ccccc1NC(=O)CSc1nc2cc(O)ccc2c(=O)n1-c1ccc(OC)c(OC)c1	-15	3	-1	-0.1	-6	5	-2	-1
C[C@@H]1CCCCO[C@@H](CN(C)S(=O)(=O)c2ccc(Cl)cc2)[C@@H](C)CN([C@H](C)CO)C(=O)c2cc(NS(C)(=O)=O)ccc2O1	7	1	-3	-0.2	18	-37	0	1
Cc1noc(C)c1C(=O)N(C)C[C@@H]1OCc2ccccc2-c2c(n(C)c3ccccc23)C(=O)N([C@@H](C)CO)C[C@H]1C	-44	1	1	-1.2	-9	/	1	2
C[C@@H]1CCCCO[C@@H](CN(C)C(=O)NC2CCCCC2)[C@@H](C)CN([C@H](C)CO)C(=O)c2cc(NC(=O)c3ccncc3)ccc2O1	6	-7	4	-0.3	22	/	4	-17
CC(=O)c1ccccc1OCC(O)CN1CCN(CCN2C(=O)c3cccc4cccc(c34)C2=O)CC1 (stereo unspecified)	-7	1	/	0.0	17	/	-4	6
Cc1ccc(N2CC(C(=O)NCCS(=O)(=O)N3CCN(c4ccccc4)CC3)CC2=O)cc1 (stereo unspecified)	1	-2	1	0.0	5	-6	-2	2
FC(F)Oc1ccc(NC(=S)NC23CC4CC(CC(C4)C2)C3)cc1	/	0	2	0.2	-20	-14	-1	-1
C[C@H]1CN([C@@H](C)CO)C(=O)c2cc(C#Cc3ccc(F)cc3)cnc2O[C@H]1CN(C)C(=O)Nc1ccc(F)cc1	2	-1	-1	0.4	15	24	0	5
CCOc1ccccc1CN1CCN(C/C=C/c2ccc(OC)cc2)CC1CCO (stereo unspecified)	-6	-1	2	0.0	-7	-15	-1	2
CCOC(=O)c1cn(CC(=O)Nc2cccc(Cl)c2)nn1	/	-3	/	0.2	0	/	1	1
COc1ccc(-c2nc(-c3cccc([N+](=O)[O-])c3O)cc(=O)o2)cc1OC	/	10	/	0.1	-3	/	-3	3
CN(C)c1cc(NC(=O)CN2CCOCC2)c2ccccc2n1	-6	/	-1	/	/	1	/	-10
CN1CCN(CC(=O)Nc2ccc(Cl)cc2Cl)CC1	5	-2	1	/	-5	2	-2	-6
COC(=O)c1cccc(N(CC(=O)NC2CCCC2)C(=O)CNC(=O)c2cccs2)c1	-4	-1	2	-0.1	0	2	-1	-20
N#CCn1c(Cc2ccccc2)nc2ccccc2c1=O	/	3	1	0.0	-10	-3	2	-3
CC/C(=C\c1ccc(N(C)C)cc1)c1ccncc1	/	-1	/	0.0	-23	/	2	-37
COc1ccc(S(=O)(=O)N(C)C[C@H]2OCc3cnnn3CCCC(=O)N([C@@H](C)CO)C[C@H]2C)cc1	12&1&17	0&-7	0&-2	0.3&-0.3	-14&22	5&-5&-14	-4&0	44&-1
Cc1cc2ccccc2n2c(SCC(=O)N3CCOCC3)nnc12	/	-3	0	0.1	/	-6	7	-2
COc1cccc(-c2cnc3c(c2)C(=O)N([C@@H](C)CO)C[C@H](C)[C@H](CN(C)CC2CCOCC2)O3)c1	3	0	1	-0.8	16	50	-1	-2
Cc1ccc(NC(=S)NNC(=O)Cn2nc([N+](=O)[O-])cc2C)cc1	10	2	-5	/	/	6	-2	-1
COc1ccc(CN(C)C[C@H]2Oc3ccc(NS(=O)(=O)c4c(C)noc4C)cc3CC(=O)N([C@@H](C)CO)C[C@@H]2C)cc1	-3	-1	/	0.0	-5	39	-3	-1
Cc1cn(CC(=O)NCc2ccccn2)c(=O)[nH]c1=O	12	/	-3	-0.1	12	4	4	-7
Cc1cccc(NC(=O)CCCCC(=O)Nc2cccc(C)c2)c1	4	-2	1	0.0	-1	/	/	1
CCN(CC)C(=O)CSc1nc(O)c(Cc2ccccc2)c(=O)n1-c1ccccc1C	-2	-2	-2	-0.1	-11	/	4	2
CCC1CN(C(=O)NCc2ccc(C)cc2)c2cc(Cl)ccc2O1 (stereo unspecified)	-11	-2	-2	0.0	-2	-8	-1	-2
O=C(Nc1ccc(Cl)cc1F)C1CCCN(C2=NS(=O)(=O)c3ccccc32)C1 (stereo unspecified)	2	1	-2	0.3	13	0	-3	-2
O=C(Cn1c(CO)nc2ccccc21)Nc1ccc2c(c1)OCCCO2	/	-1	1	-0.5	13	1	-3	3
CC(C)OC(=O)Nc1ccc2c(c1)N(C(=O)CCN(C)C)c1ccccc1CC2	0	-1	-1	0.0	10	1	-2	0
COc1ccc2c3c(n(C)c2c1)[C@@H](CO)N(C(=O)C1CCCC1)CC31CCN(C)CC1	/	-3	/	0.2	6	/	/	1

Ordered by count of non-hydrogen atoms (ascending): some entries from above
SMILES	PGC1a acetyl inh	SIRT5 block	Cneo AK release	XiGFP reactiv	LGR2 inh	C2C12 statin	ERAP1 inh	S100A4 inh HTS
O=C(Cn1c(CO)nc2ccccc21)Nc1ccc2c(c1)OCCCO2	/	-1	1	-0.5	13	1	-3	3
N=c1c(S(=O)(=O)c2ccc(Br)cc2)cc2c(=O)n3ccccc3nc2n1C1CCCC1	-9	-2	-5	-0.1	-17	6	1	-1
C[C@@H]1CCCCO[C@@H](CN(C)S(=O)(=O)c2ccc(Cl)cc2)[C@@H](C)CN([C@H](C)CO)C(=O)c2cc(NS(C)(=O)=O)ccc2O1	7	1	-3	-0.2	18	-37	0	1

Continued:
SMILES	PGC1a acetyl inh	SIRT5 block	Cneo AK release	XiGFP reactiv	LGR2 inh	C2C12 statin	ERAP1 inh	S100A4 inh HTS
C[C@@H]1CCCCO[C@H](CN(C)Cc2ccc(Cl)c(Cl)c2)[C@@H](C)CN([C@@H](C)CO)C(=O)c2cc(NC(=O)Nc3cccc4ccccc34)ccc2O1	-10	2	-1	-0.1	3	/	-1	-34
CCn1c(SCC(=O)N2CCCC2)nc2c(c1=O)SC(C)C2 (stereo unspecified)	/	5	18	0.1	8	9	2	4
COc1ccc(CNC(=O)C/C(C)=N/NC(=O)COc2ccc(C)cc2Br)cc1	/	-5	/	0.3	12	/	0	27
CCN(CC)S(=O)(=O)c1ccc(OCC2CCCCO2)c([N+](=O)[O-])c1 (stereo unspecified)	0	-2	1	0.5	4	-118	5	2
O=C(C[C@H]1C=C[C@@H](NC(=O)Nc2cc(F)ccc2F)[C@H](CO)O1)Nc1ccc(-c2ccccc2)cc1	-12	-2	-1	0.4	-20	3	1	1
COc1ccc(-n2nc(C(=O)NCC(=O)N3CCCCC3)c3ccccc3c2=O)c(OC)c1	7	-9	-3	0.2	-1	-2	6	0
OC(c1ccc(Cl)c(F)c1)c1ncc(-c2ccccc2Cl)[nH]1 (stereo unspecified)	/	-2	-3	0.1	-14	-1	0	-3
CC(Oc1ccc(Br)cc1)C(=O)O/N=C(\N)c1ccncc1 (stereo unspecified)	/	-4	3	0.4	8	-6	-2	-3
COc1ccc(S(=O)(=O)N2CCC(C(=O)N3CCOCC3)CC2)cc1OC	-3	-1	1	/	-5	-18	-3	-1
CCCNC(=S)NNC(=O)c1cccs1	/	1	/	0.1	-3	/	0	5
CC(C)CC#Cc1ccc([C@@H]2[C@H](CO)N3C(=O)CN(C(=O)c4cccc(F)c4)C[C@@H]23)cc1	-4	2	/	0.0	13	/	-1	15
Cc1cc(NC(=O)CSc2ncnc3c2cnn3-c2ccccc2)no1	0	-1	-4	-0.1	18	-4	0	2
CCOc1ccc(NC(=O)Cn2nnc3c(cnn3-c3ccc(F)cc3)c2=O)cc1	-7	-1	/	-0.6	19	/	8	-8
CN(C)c1ccc(-c2ccnc3c2CC(C)(C(=O)NCc2cccc(Cl)c2)O3)cc1 (stereo unspecified)	/	/	-1	0.1	12	/	-3	-3
